EPAC2 agonist: activates human EPAC2 exchange factor; Q8WZA2; EPAC2 activation, biochemical qHTS; response scale: 100% = 6.5 mM cAMP response; Potency, µM (series often up to 154 µM), inactives show at the highest dose activation, most hits filed as activators; actives 0.079% (n = 360,000); also: potency is read from the fitted curve at half-maximal effect; nearly all actives have a fitted effect of over 50% in size
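Exchange assay: 100 nM EPAC2 with 250 nM Rap1B-BODIPY-GDP and 50 uM GDP. Fluorescence (ex 480/em 540 nm) read every 5 min for 30 min at room temperature. Data normalized to 6.5 mM cAMP as agonist control.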
PLK1 PBD inh: blocks phosphopeptide binding to human PLK1 polo-box domain; P53350; Plk1 PBD binding of FITC phosphopeptide, fluorescence polarization; Potency, µM, for the others: max response, negative = inhibition, actives largely listed as inhibitors; actives 2.8% (n = 360,000); also: potency is read from the fitted curve at half-maximal effect; series mostly up to about 57 µM; % is scaled to controls: 0 for no effect and ±100 for the full control effect; nearly all actives have a fitted effect of over 65% in size
Target sequence (P53350 whole entry, looked up, the tested form may be a part): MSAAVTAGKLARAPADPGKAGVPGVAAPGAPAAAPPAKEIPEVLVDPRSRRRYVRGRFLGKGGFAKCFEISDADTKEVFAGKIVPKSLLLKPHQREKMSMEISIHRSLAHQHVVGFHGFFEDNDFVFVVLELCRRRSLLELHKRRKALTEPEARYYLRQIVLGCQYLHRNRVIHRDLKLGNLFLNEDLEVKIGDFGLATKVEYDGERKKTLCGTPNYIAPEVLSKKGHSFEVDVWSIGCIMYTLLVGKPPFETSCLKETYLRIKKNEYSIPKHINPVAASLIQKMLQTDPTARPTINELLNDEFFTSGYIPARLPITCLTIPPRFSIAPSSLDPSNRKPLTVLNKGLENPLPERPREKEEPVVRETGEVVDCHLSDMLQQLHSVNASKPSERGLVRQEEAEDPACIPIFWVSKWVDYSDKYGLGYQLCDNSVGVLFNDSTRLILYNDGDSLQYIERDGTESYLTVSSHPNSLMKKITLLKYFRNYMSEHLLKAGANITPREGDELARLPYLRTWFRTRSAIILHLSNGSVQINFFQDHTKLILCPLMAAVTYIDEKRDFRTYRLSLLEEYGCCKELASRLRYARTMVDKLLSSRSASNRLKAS
WRN inhibitor: inhibitors of human WRN helicase. Q14191. WRN helicase unwinding, fluorescent forked duplex, kinetic. Potency, µM (doses to about 114 µM), without a hit: top-dose activity change, negative = inhibition, most hits filed as inhibitors. actives 0.46% (n = 360,000). AID 651768; also: potency is read from the fitted curve at half-maximal effect; % is scaled to controls: 0 for no effect and ±100 for the full control effect; nearly all actives have a fitted effect of over 55% in size
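Enzyme (20 nM final) and test compound sit together 15 min at room temperature before substrate addition. Substrate is a single-forked duplex oligonucleotide (100 nM) labelled with fluorophore and quencher, with 2 mM ATP; helicase unwinding raises red fluorescence, read kinetically.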
EPAC1 antag: EPAC1 (human) antagonism; O95398; EPAC1 GEF assay, Rap1b-BODIPY-GDP exchange fluorescence; Potency, µM (titrated, usually from 115 µM), for the others: top-dose activity change, negative = inhibition, usual class: inhibitors; actives 0.14% (n = 360,000);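 also: potency is read from the fitted curve at half-maximal effect; plate controls were vehicle for no effect and positive control for full effect; nearly all actives have a fitted effect of over 50% in size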
IL-2 act: IL-2 activation. activation, % (series mostly up to about 46 µM). AID 652025. actives 0.065% (n = 360,000). IL-2 activation reporter assay, cell-based qHTS; stimulated with anti-CD3/CD4/CD28 beads; in transgenic mouse T cells; in the data active = activation above about 50%; inconclusive = mostly about 30% to 49%; also: 0% is about no effect
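First, unstimulated transgenic mouse T cells were exposed to compound for 60 min. Next, anti-CD3/anti-CD4-coated beads with anti-CD28 were added. Finally, after 18 h at 37 degrees C, EGFP and DsRed were imaged.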
PI5P4K alpha inh: PI5P4K alpha (human) kinase inhibition | PI5P4Kalpha enzyme, ADP-Glo luminescence, 60 min; active compounds read low | actives 1.2% (n = 330,000) | AID 652105 | max response, % | P48426; active = max response of -50% or lower; inconclusive = between -30% and -50%; inactive = -30% or higher; also: value at the top dose of about 77 µM; % is scaled to controls: 0 for no effect and ±100 for the full control effect
Target sequence (P48426 whole entry, looked up): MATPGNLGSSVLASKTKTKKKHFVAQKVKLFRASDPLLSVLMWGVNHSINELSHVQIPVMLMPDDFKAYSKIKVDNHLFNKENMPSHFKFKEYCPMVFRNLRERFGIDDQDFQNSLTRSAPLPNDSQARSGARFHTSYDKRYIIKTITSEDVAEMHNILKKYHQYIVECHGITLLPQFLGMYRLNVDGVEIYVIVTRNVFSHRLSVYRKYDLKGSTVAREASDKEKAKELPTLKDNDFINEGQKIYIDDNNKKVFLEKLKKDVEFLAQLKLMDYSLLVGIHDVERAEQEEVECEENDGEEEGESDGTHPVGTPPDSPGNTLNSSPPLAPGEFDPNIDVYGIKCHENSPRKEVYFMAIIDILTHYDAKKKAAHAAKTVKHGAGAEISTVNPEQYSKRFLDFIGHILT
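PI5P4Kalpha ADP-Glo assay; 5 microM ATP final; 60 min RT reaction; HEPES pH 7.4/EGTA/CHAPS, 5% DMSO; controls lacking substrate or enzyme; luminescent end-point.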
EPAC1 ag: agonists of human EPAC1; O95398; EPAC1 agonist qHTS, biochemical assay; response scale: 100% = response to 6.5 mM cAMP; Potency, µM (series often up to 154 µM), for inactives: top-dose activation, usual class: activators; actives 0.073% (n = 360,000); AID 720707; also: potency is read from the fitted curve at half-maximal effect; nearly all actives have a fitted effect of over 60% in size
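Read-out is the fluorescence drop as BODIPY-GDP leaves Rap1B (480 nm excitation, 540 nm emission), recorded every 5 minutes over 30 minutes. Reactions held 100 nM EPAC1, 250 nM Rap1B–BODIPY-GDP and 50 uM GDP, with 6.5 mM cAMP setting full activation.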
CCT modulator: changes cytosolic chaperonin activity; purified chaperonin ATPase assay, HTRF ADP detection, 30 min; AID 651819; activity change, % (no concentration beside the values), hits read low; actives 0.3% (n = 360,000); in the data active = activity change below about -30%; also: % is scaled to controls: 0 for no effect and ±100 for the full control effect
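First, chaperonin was dispensed at 40 nM or 20 nM final depending on batch activity. Next, compounds were pinned at 76 uM and ATP added at 10 uM. After 30 min at 37 °C, ADP detection reagents ran 30 min at ambient temperature.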
Active calls of the source: *; ? = inconclusive; / = not tested or not shown; & = joins results of further samples; [ ] = remark or other dose. Unless noted, calls follow the shape of the dose curve; as a rule, active = well fitted curve in the direction sought with a large enough effect; inconclusive = small, poorly fitted or top-dose-only effect, or another doubt; inactive = no such curve, though single readings can be large; an effect the other way counts as inactive or inconclusive.

Values run as follows: CCT modulator	EPAC2 agonist	EPAC1 ag	EPAC1 antag	IL-2 act	WRN inhibitor	PLK1 PBD inh	PI5P4K alpha inh
> Cc1ccnc(SCC(=O)Nc2oc(-c3ccccc3)c(-c3ccccc3)c2C#N)n1
    2.2	6%	6%	?	0.2	-18%	-6%	6
> COc1ccc(C(=O)OCC(=O)c2ccc(C3CCCCC3)cc2)cc1
    -3.8	10%	10%	-5%	-5.3	4%	-18%	1
> O=C(OCc1cc(=O)n2cc(Br)ccc2n1)c1ccc(Cl)c(S(=O)(=O)NCc2ccccc2)c1
    -2.3	2%	10%	-4%	-2.9	-13%	-1%	-2
> CCCNC(=O)[C@@H]1CCCN1C(=O)C1CCN(S(=O)(=O)c2ccc(C)cc2)CC1
    -3.9	9%	3%	5%	-2.9	5%	-14%	4
> COc1ccc(CN2C(=O)C(O)(CC(=O)c3ccc4c(c3)OCO4)c3ccccc32)cc1OC (centres undefined)
    1.4	9%	5%	3%	-2.8	5%	1%	/
> C=CCOc1c(CNc2ncn[nH]2)cccc1OCC
    0.1	7%	1%	-8%	0.3	-3%	-8%	4
> CCOC(=O)NC(=O)COC(=O)c1ccc(O)cc1
    -2.8	10%	1%	-8%	-1.5	9%	-5%	3
> Cc1ccc(C(=O)Nc2ccc(Nc3ccccc3)cc2)cc1C
    -2.3	6%	9%	-4%	0.0	-9%	2%	0
> CCN1C(=O)/C(=C2\SC(N3CCOCC3)=NC2=O)c2ccccc21
    0.3	-2%	-8%	0%	-1.8	0%	2%	7
> COC(=O)c1cc(-c2ccc(OC)c(OC)c2)c2c(=O)[nH]c(=O)n(C)c2n1
    1.7	-5%	-1%	18%	-3.0	-8%	3%	0
> COc1ccc(C(=O)OCC(=O)c2ccc[nH]2)cc1
    -0.8	2%	9%	-5%	1.7	-1%	-7%	-20
> CC(C)N(C(=O)CSc1ccc(S(=O)(=O)N2CCCCC2)cn1)c1ccccc1
    1.4	13%	20%	-15%	-0.1	-5%	?	8
> COc1ccc(-n2nnnc2C(c2cccc(OC)c2OC)N2CCN(C/C=C/c3ccccc3)CC2)cc1 (centres undefined)
    -17	10%	9%	-7%	-0.8	-6%	-3%	-1
> CC(C)c1ccc(N(CC(=O)NN=C2CCN(C)CC2)S(=O)(=O)c2ccccc2)cc1
    -3.6	6%	-1%	5%	-0.4	-19%	-7%	-4
> CCN(CCCNC(=O)c1cn(CC)c2ccc(S(=O)(=O)N(C)C)cc2c1=O)c1cccc(C)c1
    1.4	11%	6%	20%	-1.9	12%	-5%	-8
> COc1ccc(/C=C/C(=O)Nc2ccc(OC)cc2[N+](=O)[O-])cc1
    0.8	-10%	3%	-17%	8.8	1%	-4%	-9
> CCOc1ccc(NS(=O)(=O)c2ccc3c(c2)N(C(C)=O)CCO3)cc1
    -0.4	-6%	-4%	-4%	-2.6	-3%	-9%	2
> O=C(CN(c1ccc(F)cc1)S(=O)(=O)c1ccccc1)NC1CC2CCC1C2 (centres undefined)
    0.0	8%	-2%	-23%	-3.1	-5%	-10%	1
> COc1ccc(CCC(=O)Nc2ccc(Cl)c(S(=O)(=O)N3CCCC3)c2)cc1
    -5.1	22%	5%	-19%	-1.5	-2%	-7%	3
> CC1(CCc2ccccc2)NC(=O)N(CC(=O)Nc2ccc(S(N)(=O)=O)cc2)C1=O (centres undefined)
    -1.6	7%	0%	?	0.2	-2%	-1%	4
> Cc1cc(-c2ccccc2)n2nc(C)c(-c3ccccc3)c2n1
    0.7	15%	0%	0%	-0.1	-9%	-1%	16
> Cc1ccc(NC(=S)N2CCN(C3CCCCC3)CC2)cc1
    -8.0	13%	9%	-2%	-1.2	2%	-8%	/
> c1ccc(-c2nc3ccccc3c3nc4ccccc4n23)cc1
    -0.2	5%	9%	-9%	1.4	-23%	-13%	5
> O=C(CSc1nnc(Nc2ccccc2F)s1)NCC1CCCO1 (centres undefined)
    -0.9	5%	3%	-2%	-0.8	-3%	-8%	-4
> Cc1c(Cl)cccc1NC(=O)CCN1CCCCCC1
    -1.6	-2%	14%	-1%	-3.6	9%	-13%	1
> CN(C)c1ccc(C(=S)NC2CCCCC2)cc1
    -1.4	6%	16%	-28%	-0.5	3%	13µM*	-5
> CC[C@]12c3[nH]c4ccccc4c3CCN1C(=O)C(CC(=O)NCC13CC4CC(CC(C4)C1)C3)C[C@@H]2C(=O)N1CCN(C(=O)c2ccco2)CC1 (some centres undefined)
    -3.0	-3%	-5%	-28%	0.0	-8%	6%	-6
> O=C(CSc1ccccc1C(=O)O)Nc1ccc2c(c1)OCO2
    -2.7	12%	-5%	20%	-0.1	-3%	-12%	1
> CCCCn1c(SCC(=O)Nc2nnc(C)s2)nc2c1c(=O)n(C)c(=O)n2C
    0.4	-1%	1%	8%	-0.4	0%	-1%	/
> CC1(C)CC(=O)C(C(N)=NC(=O)c2ccccc2)=C(O)C1
    0.5	-3%	-1%	1%	1.9	-6%	-11%	1
> CC(C)Cn1c(N)c(C(=O)COC(=O)c2cccc(Cl)c2)c(=O)n(C)c1=O
    -2.3	2%	1%	-10%	-1.4	-1%	1%	18
> O=C1CCc2ccc(OCCCCN3CCN(c4cccc(Cl)c4Cl)CC3)cc2N1
    -0.4	1%	-17%	22%	0.4	9%	-5%	4
> O=C(NCc1ccccc1)c1ccc(CS(=O)(=O)c2ccc(Br)cc2)o1
    -0.8	5%	10%	4%	-1.0	-4%	-7%	2
> O=C(O)c1cc(-c2ccc(Cl)cc2)n(-c2cccc(Cl)c2)n1
    -1.0	1%	-6%	-13%	1.5	-13%	-18%	-2
> Cc1ccc(S(=O)(=O)N2CCCCC2)cc1NC(=O)CSc1nc(N)cc(=O)[nH]1
    1.4	9%	9%	-11%	0.6	9%	-16%	0
> COc1cc(C(=O)NNC(=O)/C=C/c2ccccc2)cc(OC)c1OC
    0.7	2%	6%	-5%	-0.3	1%	-6%	-4
> CN(C)S(=O)(=O)c1cccc(C(=O)N2CCN(C(=O)C3CCCO3)CC2)c1 (centres undefined)
    -3.0	8%	-9%	11%	1.0	0%	-3%	1
> Nn1c(SCC(=O)Nc2ccc3c(c2)OCCO3)nnc1-c1cccnc1
    -1.0	-5%	-11%	8%	-1.7	-8%	-6%	-3
> COc1ccc(C(=O)NCC(=O)OCC(=O)c2ccc3c(c2)NC(=O)CO3)cc1OC
    -4.2	0%	3%	-6%	0.3	1%	-6%	2
> COc1ccccc1NC(=O)/C(=N/OCc1ccc(F)cc1)C(C)=O
    0.0	8%	5%	4%	-0.3	-9%	-17%	4

Records above that bear a hit mark in PLK1 PBD inh:
Structure | CCT modulator | EPAC1 ag | EPAC1 antag | IL-2 act | WRN inhibitor | PLK1 PBD inh | PI5P4K alpha inh
CN(C)c1ccc(C(=S)NC2CCCCC2)cc1 | -1.4 | 16% | -28% | -0.5 | 3% | 13µM* | -5

Next section.
Values run as follows: CCT modulator	EPAC2 agonist	EPAC1 ag	EPAC1 antag	IL-2 act	WRN inhibitor	PLK1 PBD inh	PI5P4K alpha inh
> CCc1ccc(C(=O)COC(=O)c2cc([N+](=O)[O-])ccc2NCCO)cc1
    2.3	4%	6%	?	-3.5	-12%	-6%	0
> COc1ccc(OC)c(C2(O)CSC(=Nc3cccnc3)N2Cc2ccco2)c1 (centres undefined)
    -2.3	4%	-5%	1%	-4.3	10%	-7%	3
> CCCCN(C(=O)c1cnccn1)c1c(N)n(CCC)c(=O)[nH]c1=O
    2.1	4%	18%	11%	0.4	-12%	-9%	-3
> NS(=O)(=O)c1ccc(NC(=O)CCCCCN2C(=O)c3ccccc3C2=O)cc1
    -2.7	-1%	-5%	-3%	2.2	-14%	-3%	-11
> Oc1[nH]c2ccccc2c1OCc1ccncc1
    -4.2	-5%	3%	15%	-0.4	-2%[57.1 µM]	2%	-9
> O=C(CN1C(=O)NC2(CCCC2)C1=O)N1CCCSC1=Nc1ccccc1
    -0.5	0%	-4%	9%	-0.8	9%	-2%	-2
> CN(C(=O)CSc1cc(C(=O)c2nccn2C)c2ccccc2n1)c1ccccc1
    2.1	7%	1%	6%	-0.8	-7%	3%	53
> O=C(O)CN(c1ccccn1)S(=O)(=O)c1ccc(Cl)cc1
    -4.6	-1%	1%	11%	1.3	1%	-15%	-5
> Cc1sc(NC(=O)CCC(=O)O)c(C(N)=O)c1-c1ccccc1
    -1.2	1%	-1%	1%	2.7	-15%	13µM*	-28
> Cc1cc2c(c(=O)o1)C1(C(=O)N(C)c3ccccc31)C(C#N)=C(N)O2 (centres undefined)
    -2.3	7%	6%	-3%	0.1	1%	-7%	0
> CCN1CCN(c2nc3sc4c(c3c(=O)n2-c2ccc(OC)cc2)CCCCC4)CC1
    -2.7	18%	13%	-4%	-2.2	-6%	-5%	/
> CC(NC(=O)CN1CCOCC1)c1ccc(F)cc1 (centres undefined)
    -0.5	5%	-4%	-22%	1.2	-5%[57.1 µM]	-19%	0
> Cc1ccc(S(=O)(=O)NC(=O)N2CCCC2)cc1
    -2.5	-1%	5%	-1%	0.1	0%	-1%	6
> O=C(Nc1ccc(Cl)cc1)N(Cc1nc2ccccc2c(=O)[nH]1)Cc1cccs1
    0.5	7%	11%	?	-4.6	-21%	-2%	3
> O=C(CCCC(=O)N/N=C/c1ccccc1C(=O)O)N/N=C/c1ccccc1C(=O)O
    -0.9	4%	3%	10%	-0.2	-7%	0%	-6
> CC(C)CN1CCC(CNC(=O)CCc2nnc(Cc3c[nH]c4ccccc34)o2)CC1
    0.9	4%	-9%	-12%	-3.1	-5%	7%	4
> COC(=O)Nc1nncs1
    -2.5	-4%	3%	2%	0.6	1%	-12%	0
> Cc1c(NC(=O)CCC(=O)N2CCCCC2)c(=O)n(-c2ccccc2)n1C
    -1.4	3%	-1%	-16%	-2.1	-24%	5%&-4%	7
> CN1CCc2c(sc(NC(=O)CS(=O)(=O)c3ccc(F)cc3)c2C(N)=O)C1
    1.9	-1%	5%	9%	0.7	-5%	-7%	-6
> CCSc1ccc(C(=O)Nc2ccc(Br)cn2)cc1[N+](=O)[O-]
    -1.2	4%	-10%	-11%	-2.4	-11%	-2%	-9
> Cc1ccc(C)c(NS(=O)(=O)c2ccc(NC(=O)c3ccco3)cc2)c1
    1.2	-5%	-13%	-1%	-1.9	-10%	0%	-1

A portion of the library. The share of hits here may be higher or lower than overall.
